# MITF inh = MITF inhibitors, primary screen, biochemical, AlphaScreen, human; AID 1259374, 2018; Microphthalmia-associated transcription factor (Homo sapiens), O75030; inhibition, % at 2.6 µM; AlphaScreen MITF homodimerization, bead proximity signal; 650,000 tested, 0.91% active; in the data active = inhibition above about 50%;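 note: 0% = vehicle wells with protein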
# Target sequence (O75030 whole entry, looked up): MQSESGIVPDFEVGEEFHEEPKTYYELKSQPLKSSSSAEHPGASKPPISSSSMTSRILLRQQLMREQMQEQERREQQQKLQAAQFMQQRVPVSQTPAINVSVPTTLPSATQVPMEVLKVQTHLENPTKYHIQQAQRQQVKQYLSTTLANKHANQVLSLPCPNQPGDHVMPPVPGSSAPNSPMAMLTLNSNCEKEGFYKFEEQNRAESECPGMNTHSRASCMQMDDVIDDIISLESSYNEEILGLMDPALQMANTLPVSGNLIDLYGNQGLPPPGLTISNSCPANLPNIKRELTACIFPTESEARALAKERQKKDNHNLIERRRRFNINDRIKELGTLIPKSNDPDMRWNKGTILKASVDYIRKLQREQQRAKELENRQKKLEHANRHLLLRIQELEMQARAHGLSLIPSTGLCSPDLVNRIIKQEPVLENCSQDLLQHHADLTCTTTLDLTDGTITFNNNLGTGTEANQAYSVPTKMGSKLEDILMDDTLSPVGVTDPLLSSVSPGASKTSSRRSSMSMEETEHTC
# FBW7 act = FBW7 E3 ligase activators, primary screen, biochemical, AlphaScreen, human; F-box/WD repeat-containing protein 7 (Homo sapiens), Q969H0; AlphaScreen FBW7–phospho-cyclin E peptide binding, activator screen; normalized activity (activation), % at 26.1 µM; 650,000 tested, 0.13% active; AID 1259310, 2017; in the data active = normalized activity above about 1.9%;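 note: purified mutant Fbw7 with reduced substrate affinity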
# GPR151 ag = activators of human GPR151, primary screen, cell-based, PathHunter beta-arrestin, luminescence; PathHunter beta-arrestin GPR151 cells; activation, % at 11.2 µM; 650,000 tested, 1% active; AID 1508602, 2020; in the data active = activation above about 4.9%;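 note: 0% = median of compound wells and 100% = cells with positive control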
# Target sequence (Q8TDV0 whole entry, looked up): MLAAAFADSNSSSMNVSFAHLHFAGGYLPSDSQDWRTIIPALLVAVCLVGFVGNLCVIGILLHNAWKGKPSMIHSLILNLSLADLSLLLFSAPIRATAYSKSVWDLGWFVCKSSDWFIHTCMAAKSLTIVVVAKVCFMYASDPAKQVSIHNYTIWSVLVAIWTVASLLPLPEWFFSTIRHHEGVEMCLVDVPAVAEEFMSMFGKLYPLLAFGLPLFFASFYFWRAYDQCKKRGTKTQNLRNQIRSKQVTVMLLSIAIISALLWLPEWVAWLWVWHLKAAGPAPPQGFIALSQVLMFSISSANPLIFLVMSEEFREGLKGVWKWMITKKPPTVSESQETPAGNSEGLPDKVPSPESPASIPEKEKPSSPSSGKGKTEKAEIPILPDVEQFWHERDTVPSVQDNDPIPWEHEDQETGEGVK
# TEAD-YAP inh = TEAD-YAP interaction inhibition, primary screen, TEAD-YAP interaction inhibitor project, luminescence, HEK-TIYL cells; inhibition, % at 9.12 µM; 640,000 tested, 1.4% active; TEAD-Gal4/YAP UAS-luciferase luminescence; in the data active = inhibition above about 32%;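 note: 0% = median of test compound wells and 100% = reference inhibitor wells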
# * marks the source's active call; other numbers are inactive results; & = joins results of further samples. An unsorted share of the library (roughly 3.5% active in at least one column).
SMILES,MITF inh,FBW7 act,GPR151 ag,TEAD-YAP inh
Cc1ccccc1Cc1c(C)nc2nc(SCC(=O)Nc3cccc(Cl)c3C)nn2c1C,4.0,-0.1,-0.6,-10.3
COc1ccc2c(c1)CC(c1cc(=O)n3cc(-c4ccncc4)ccc3n1)CO2 (centres undefined),5.8,0.2,0.3,0.9
O=C(NC(=S)Nc1ccc(Cl)c(-c2nc3ccccc3s2)c1)c1cccnc1,2.8,0.1,-1.0,6.4
CN(C)CCN1C(=O)C(=O)/C(=C(\O)c2ccccc2)C1c1ccccc1 (centres undefined),17.8,1.0,-0.7,-4.6
Cc1c(C(=O)N2CCN(c3ccc([N+](=O)[O-])cc3)CC2)sc2ncnc(N(C)c3ccccc3)c12,16.7,0.2,-1.6,-17.9
CN(CCC#N)S(=O)(=O)c1ccc2c(c1)CCN2C(=O)C1CC1,7.3,0.8,-0.7,-13.8
O=C(Cc1cccc2ccccc12)N1CCN(S(=O)(=O)c2ccc(F)cc2)CC1,-0.3,-0.1,0.1,-2.1
O=C(CSc1nc2ccccc2s1)Nc1ccccc1N1CCOCC1,8.5,0.0,0.0,-1.1
CCOC(=O)c1cc(-c2cccc(OC)c2OC)no1,0.8,-0.1,-0.5,12.7
O=[N+]([O-])c1ccccc1-c1cnn(-c2ccccc2)c1,9.3,0.0,-1.0,-52.5
CN(C)S(=O)(=O)c1ccc(/C(O)=C2/C(=O)C(=O)N(CCCN3CCOCC3)C2c2ccccc2)cc1 (centres undefined),-0.2,-0.1,1.2,-3.1
CC1CC(N(C(=O)c2cccc(F)c2)c2ccccc2)c2ccccc2N1C(=O)c1cccc(F)c1 (centres undefined),0.0,-0.2,1.6,13.9
Cc1ccccc1SCCNC(=O)c1ccccc1I,-3.7,-0.1,0.9,0.1
CCC1=NN(C(=O)CSCc2ccccc2Cl)C(O)(C(F)(F)F)C1 (centres undefined),-9.8,0.1,0.4,0.2
O=C(CSc1nc2cc(C(=O)N3CCC4(CC3)OCCO4)ccc2c(=O)n1Cc1ccc2c(c1)OCO2)c1ccccc1,-5.4,-0.1,-2.0,-4.9
O=C1NCCc2c(OCc3ccccc3Cl)cccc21,1.6,0.0,-0.2,10.8
Fc1ccc(C2CC(c3ccc(F)cc3)n3nnnc3N2)cc1 (centres undefined),-4.9,0.0,-0.8,7.7
O=C(CCOc1ccccc1)Nc1ccnn1C1CCN(C(=O)CC2CCCC2)CC1,-11.2,0.1,0.2,-14.2
CCOC(=O)c1ccc(-n2c(N)c(C#N)c3nc4ccccc4nc32)cc1,5.0,0.0,0.6,-2.4
CC(C)CCNC(=O)c1cc(Sc2ccc(Cl)cc2)nc2ccccc12,10.9,0.2,2.2,9.6
Cn1c(=O)c2c3c(sc2n2c(=S)[nH]nc12)COC(C)(C)C3,11.0,0.1,0.7,7.2
CCCC(=O)NC(c1ccc(F)cc1)c1ccc2cccnc2c1O (centres undefined),31.0,-0.7,-0.8,86.3*
CN1CCN(NC(=O)c2ccc(-c3ccccc3)cc2)CC1,6.4,0.1,1.2,-9.1
O=C(CSc1cn(CC(=O)N2CCOCC2)c2ccccc12)Nc1ccc(F)cc1F,-5.0,-0.1,-1.2,-2.2
N#CC1=C(N)Oc2n[nH]c(-c3cccnc3)c2C12C(=O)Nc1ccccc12 (centres undefined),-20.4,0.0,-0.3,8.7
O=C(Cc1cn(-c2ccc(Nc3cnccn3)nn2)c2ccccc12)NCCc1ccc(O)cc1,23.3,0.1,0.3,5.5
COc1nn(C)cc1C(=O)N1CCC(C(=O)N2CCCC2)CC1,-3.4,0.1,0.5,-1.9
CCN1CCC(N(Cc2ccco2)C(=O)Nc2ccc(Br)c(C)c2)CC1,2.8,0.0,-0.9,4.5
CCn1cc(C(=O)N2CCCCC2c2nc3ccc(C)cc3[nH]2)cn1 (centres undefined),-2.9,0.1,-0.2,6.8
Cc1ccc(S(=O)(=O)N2CCN(c3ccc([N+](=O)[O-])c(NCc4ccccc4)c3)CC2)cc1,17.6,0.4,-0.3,2.9
CCN(CC)CC(=O)Nc1ccc(Br)cc1[N+](=O)[O-],6.5,0.5,2.3,-9.7
CC(=O)NC1=NN(C(C)=O)C(C)(CS(=O)(=O)c2ccc(C)cc2)S1 (centres undefined),2.8,0.0,2.9,6.3
Cc1cccc(C(=O)N2CCC3(CC2)CC3C(=O)NCCCc2ccncc2)c1C (centres undefined),1.4,0.3,1.1,-12.2
N#CC1=C(N)OC2=C(C(=O)CC(c3ccco3)C2)C1c1cccc(F)c1 (centres undefined),-3.0,-0.1,2.9,-5.4
COc1ccc(Cn2nnnc2C(c2ccccn2)N2CCc3ccccc3C2)cc1 (centres undefined),25.0,-0.2,0.4,0.7
O=C(CCn1nnc2ccccc21)N/N=C/c1ccco1,14.8,0.0,0.1,-1.5

# Shown with tabs: entries from further up
Compound	MITF inh	FBW7 act	GPR151 ag	TEAD-YAP inh
N#CC1=C(N)Oc2n[nH]c(-c3cccnc3)c2C12C(=O)Nc1ccccc12 (centres undefined)	-20.4	0.0	-0.3	8.7
O=C(Cc1cn(-c2ccc(Nc3cnccn3)nn2)c2ccccc12)NCCc1ccc(O)cc1	23.3	0.1	0.3	5.5
COc1nn(C)cc1C(=O)N1CCC(C(=O)N2CCCC2)CC1	-3.4	0.1	0.5	-1.9
CCN1CCC(N(Cc2ccco2)C(=O)Nc2ccc(Br)c(C)c2)CC1	2.8	0.0	-0.9	4.5

# Following part:
SMILES,MITF inh,FBW7 act,GPR151 ag,TEAD-YAP inh
O=C(Nc1cc(Cl)ccc1Cl)c1cnccn1,0.8,0.0,-1.1,-4.3
O=C(Nc1ccc2c(c1)OCO2)C1CCN(c2ccc(Nc3ccncn3)nn2)CC1,7.0,0.0,0.8,-35.4
COc1ccccc1Cn1ccn(Cc2ccccc2Cl)c(=O)c1=O,2.7,0.0,-1.2,2.4
COc1ccc(C)cc1NCc1cccc(OC)c1OC,45.6,-0.1,-0.1,-7.9
COC(=O)c1ccccc1NC(=O)CCCC(=O)O,14.4,0.1,-0.3,5.0
CC(=O)Nc1ccc(Nc2ncnc3c2nc(NCc2cccnc2)n3C(C)C)cc1,12.9,0.6,3.5,-33.3
CCOc1ccccc1C(=O)Nc1sc2c(c1C#N)CCC2,-3.5,0.0,0.5,-0.4
C=CCN1C(=O)C(O)(CC(=O)c2ccc(OC)cc2OC)c2ccccc21 (centres undefined),-1.2,0.0,-0.6,4.2
COc1ccc2c(c1)Sc1ccccc1N2CCN(C)C,47.0,-0.5,1.7,-11.1
COc1ccc(CCN2C(=O)CC(C(=O)Nc3ccc(F)cc3)SC2=Nc2ccc(Cl)cc2)cc1OC (centres undefined),14.7,-0.1,1.2,2.5
CC(Cc1cccnc1)NC(=O)c1cc(COc2ccc(F)cc2Cl)on1 (centres undefined),-8.0,0.0,-0.1,-7.5
CC1(C)C2CCC1(CS(=O)(=O)N1CCC(C(N)=O)CC1)C(=O)C2 (centres undefined),13.7,0.2,0.0,1.3

# Compound profiles, from the list above.
# CC1(C)C2CCC1(CS(=O)(=O)N1CCC(C(N)=O)CC1)C(=O)C2 (centres undefined) reads MITF inh = 13.7; FBW7 act = 0.2; GPR151 ag = 0.0; TEAD-YAP inh = 1.3
# CC(=O)Nc1ccc(Nc2ncnc3c2nc(NCc2cccnc2)n3C(C)C)cc1 reads MITF inh = 12.9; FBW7 act = 0.6; GPR151 ag = 3.5; TEAD-YAP inh = -33.3
# O=C(Nc1ccc2c(c1)OCO2)C1CCN(c2ccc(Nc3ccncn3)nn2)CC1 reads MITF inh = 7.0; FBW7 act = 0.0; GPR151 ag = 0.8; TEAD-YAP inh = -35.4

# Later entries.
SMILES,MITF inh,FBW7 act,GPR151 ag,TEAD-YAP inh
CC(=O)Nc1ccc2nc(CN3CCC(CO)(CCOc4ccccc4)CC3)ccc2c1,-0.5,0.0,0.1,6.8
O=[N+]([O-])c1ccc(C(O)C(Br)C(O)C(Cl)(Cl)Cl)cc1 (centres undefined),13.5,-0.4,1.7,-14.7
Cc1sc(C(=O)Nc2cccs2)c(C#N)c1C,-15.5,0.2,0.2,-59.4
CC1CCCC(NC(=O)CCn2nnc3ccccc3c2=O)C1C (centres undefined),3.9,0.0,1.9,-1.4
Cc1cc(C)n(-c2cc(NCCNC(=O)Cc3c[nH]c4ccccc34)ncn2)n1,-1.5,-0.1,0.7,1.2
Cc1ccc(N2C(=O)C3C4C=CC(CC4)C3C2=O)c([N+](=O)[O-])c1 (centres undefined),-9.4,-0.4,-1.0,10.8
CC(O)CNC(=O)c1cnc2sccn2c1=O (centres undefined),-4.8,-0.1,0.2,-6.0
O=C(Nc1nc(-c2cccc([N+](=O)[O-])c2)cs1)c1ccccc1Br,-8.3,-0.2,0.1,-0.5
CCN1CCN(C(=O)C(Sc2ccccc2)c2ccccc2)CC1 (centres undefined),6.8,-0.1,-0.9,-6.4
CCOC(=O)/C(C#N)=C\c1[nH]c(C)c(C(=O)OCC)c1O,-0.3,0.1,0.6,-31.0
Cc1ccc(OCC(=O)Nc2cc(-c3nn4c(C)nnc4s3)ccc2C)c(C)c1,-2.2,-0.1,0.7,6.2
COCCNC(=O)c1cn(C[C@H]2CCCN(C(=O)c3nc(C)c(C)nc3N)C2)nn1,-12.0,0.1,0.7,-4.7
CCOc1ccc(C2=C(CN3CCOCC3)C(c3ccccc3)c3ccccc3O2)cc1 (centres undefined),0.1,-0.6,-0.7,-10.1
Cc1ccc(C2=CC(c3c(C)nn(-c4ccc(F)cc4)c3Cl)n3nnnc3N2)cc1 (centres undefined),-5.6,-0.1,1.3,0.2
Nc1ccccc1C(=O)Nc1nc2ccc(Cl)cc2s1,3.9,0.0,-0.2,-46.3
CC(=O)c1cccc(-c2nc(NCCN(C(C)C)C(C)C)c3ncn(Cc4ccc(C(F)(F)F)cc4)c3n2)c1,8.8,0.0,0.4,-1.9
c1ccc(CCCN2CCN(Cc3cccnc3)CC2)cc1,83.4*,0.1,-2.3,-1.9
NC(CC(=O)O)c1cccn1-c1ccc([N+](=O)[O-])cc1 (centres undefined),9.8,-0.1,0.5,8.2
CCOC(=O)c1c(C)oc2ccc(N(C(=O)c3ccc([N+](=O)[O-])cc3)S(=O)(=O)c3ccc(CC)cc3)cc12,5.8,0.0,1.6,-1.0
COCc1ccc(CN2CCC(n3nccc3NC(=O)Nc3cccc(F)c3)CC2)o1,1.6,0.0,0.2,13.6
S=C(NCc1ccc2c(c1)OCO2)Nc1cccc(Cl)c1,-3.5,0.1,1.3,-0.7
C/C=C/c1ccc(OC)cc1,-15.1&18.4,0.0&0.3,0.1&1.3,-1.8&-10.7
O=C(CCCCCn1c(=S)[nH]c2ccccc2c1=O)N1CCN(C2CCCCC2)CC1,14.5,0.1,-0.3,2.7
CCOC(=O)C(C)Oc1ccc2c(=O)c(Oc3ccc(CC)cc3)coc2c1 (centres undefined),13.7,0.2,-1.0,9.1
c1ccc(C2C/C(=N\N3CCOCC3)c3ccccc3O2)cc1 (centres undefined),5.0,0.0,1.5,1.0
Cc1cc(CNS(=O)(=O)c2ccc(CC(C)C)cc2)no1,10.9,0.1,0.2,6.1
COC(=O)C1=C(C)OC(N)=C(C#N)C1c1c(Cl)cccc1Cl (centres undefined),3.2,0.1,-0.2,23.4
CN1CCN(CCCOc2ccc3ccccc3c2Br)CC1,48.3,-0.2,1.3,-54.7
COc1ccc(OC)c(C(=O)CSc2nnnn2-c2ccc(C(C)=O)cc2)c1,-4.0,0.1,0.6,1.6
O=C1N[C@@H](CC2CCCCC2)C(=O)N2CCN(C(=O)c3cc(F)c(F)cc3F)C[C@H]12,4.7,0.2,0.1,1.9
CC1CCc2c(sc3ncnc(N4CCC(C(N)=O)CC4)c23)C1 (centres undefined),7.1,0.0,-0.4,-4.4
CCNC(=O)[C@@H]1C[C@H](NCc2cccc(OC)c2)CN1CC(C)C,-12.4,0.0,1.6,-5.6
CC(=O)N1CCCN(c2nc3nonc3nc2NCc2cccs2)CC1,13.4,-0.1,-0.2,6.5
COc1ccc(C(=O)c2ccc(N3CCN(C(=O)c4ccc(F)c(F)c4)CC3)c(F)c2)cc1Br,1.9,0.0,-0.7,-13.1
COc1ccccc1NC(=O)N(C1=NCCC1)c1ccc(F)cc1,10.7,0.0,-0.3,-3.9
Cn1c(/C=N/Nc2nc3ccccc3[nH]2)nc2ccccc21,-23.6,-0.1,-1.2,39.5*
CCN1/C(=C2/SC(=S)NC2=O)Sc2ccccc21,-4.6,-0.2,-0.1,6.3
COCCn1c(=S)[nH]c2cc(C(=O)N3CCC4(CC3)OCCO4)ccc2c1=O,-1.6,-0.1,-1.5,-0.2
Cc1cccc(/C=N/NS(=O)(=O)c2ccccc2)c1,-3.3,-0.1,0.0,-0.7
COc1ccc(NC(=O)NNC(=O)c2c(Br)cnn2C)cc1OC,5.5,1.1,-5.2,-9.8
CN(C)S(=O)(=O)Nc1ccc(N2CCC(NCc3cccnc3)CC2)cc1,8.8,-0.1,-0.3,-1.8

# Source: PubChem BioAssay
